ADAM10 inh: ADAM10 inhibition, QFRET primary screen | O14672 | recombinant ADAM10, EDANS/DABCYL FRET peptide cleavage, 3 h | inhibition, % at 7 µM | 370,000 compounds, 0.62% hits | AID 720582;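 active means inhibition above a per-campaign cutoff equal to the mean of compounds falling between control-based bounds plus 3 SD, cut at about 20% in these data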;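 further: 0% = DMSO wells while the 100% control is not disclosed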
KLK7 zymogen act: activators of human kallikrein-7 zymogen; P49862; purified proKLK7, EDANS-DABCYL substrate fluorescence; 100% is mature enzyme control, 0% vehicle; activation, % at 7 µM; 370,000 compounds, 0.9% hits; AID 652039;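 active means activation above the mean of all tested compounds plus 3 SD, computed per campaign excluding outliers beyond control limits, cut at about 13% in these data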
NPR1 activator: GC-A (human) enzyme activation; AID 1671463; activation, % at 10 µM; HEK293 GC-A cells, cGMP TR-FRET, EC30 ANP; 0% at EC30 ANP, 100% saturating ANP; 370,000 compounds, 0.14% hits; in the data active means activation above about 40%
rCAG binder: r(CAG) repeat RNA binding | 370,000 compounds, 1.3% hits | TO-PRO-1 dye displacement fluorescence | inhibition, % at 3 µM | AID 651821;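 active means inhibition above the plate cutoff, the mean of all test compounds on that plate plus 3 SD, cut at about 35% in these data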;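 further: 0% = DMSO alone and 100% = 100 µM mitoxantrone as full dye displacement; higher means more dye released from RNA so lower well fluorescence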
GAA850 FXN act: frataxin GAA850 promoter activation. 360,000 compounds, 0.56% hits. HEK293 lucGAA850 FXN promoter luciferase reporter, 24 h; percent of 10 µM SAHA response. activation, % at 6 µM;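 active means activation above the average of all compounds screened plus 3 SD, cutoff fixed separately per campaign, cut at about 7.5% in these data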;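 further: 0% = DMSO wells and 100% = 10 µM SAHA wells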
ARFGAP1 inh: rat ARFGAP1 inhibition | Q62848 | Arfgap1-stimulated ARF1 GTP hydrolysis, GDP FP detection | inhibition, % at 16.5 µM | 360,000 compounds, 0.26% hits | AID 651572;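 active means inhibition above a per-plate limit, mean inhibition of low control wells plus 3 SD, cut at about 25% in these data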;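 further: 0% = DMSO wells with enzyme and 100% = wells lacking Arfgap1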
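System: truncated rat Arfgap1 GAP domain / Benchmarks: high control wells lacking Arfgap1, low control full reaction with DMSO / Times: compound-enzyme preincubation 20 min, reaction 120 min, detection 60 min, 25 °C / Repeats: one replicate per compound / Also added: human ARF1(Δ1-17)-GTP substrate / Measured by: Tracer-displacement fluorescence polarization with EDTA stop, 620/688 nm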
Tn6 DDE FP: disrupts Tn6 cyclic peptide binding to fibrin D-Dimer-E complex | 370,000 compounds, 0.21% hits | inhibition, % at 8.3 µM | P02675 | AID 720509 | Fibrin DD(E) TRITC-Tn6 fluorescence polarization displacement;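 active means inhibition above a per-campaign cutoff: mean of compounds within control limits plus 3 SD, cut at about 15% in these data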;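 further: 0% = median of all compound wells on the plate and 100% = blocking peptide control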
sPLA2-III inh: Inhibits HGIII-sPLA2 liposome hydrolysis, primary screen | Q9NZ20 | QFRET BODIPY PC-A2 liposome hydrolysis, fluorescence | inhibition, % at 12.2 µM | 370,000 compounds, 0.56% hits | AID 743126;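 active means inhibition above mean plus 3 SD of compounds lying within the high and low control bounds, cut at about 19% in these data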;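 further: 0% = median of test compound wells and 100% = no enzyme DMSO wells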
NPR2 activator: GC-B (human) receptor activation | activation, % at 10 µM | HEK293-GC-B cells, CNP EC30, cGMP TR-FRET; 0% at EC30 CNP, 100% saturating CNP | 370,000 compounds, 0.11% hits | P20594;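 active means activation at 10 µM reaching about 35% in either raw or pattern-adjusted values, limit read from the data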
Target sequence (P20594 whole entry, looked up): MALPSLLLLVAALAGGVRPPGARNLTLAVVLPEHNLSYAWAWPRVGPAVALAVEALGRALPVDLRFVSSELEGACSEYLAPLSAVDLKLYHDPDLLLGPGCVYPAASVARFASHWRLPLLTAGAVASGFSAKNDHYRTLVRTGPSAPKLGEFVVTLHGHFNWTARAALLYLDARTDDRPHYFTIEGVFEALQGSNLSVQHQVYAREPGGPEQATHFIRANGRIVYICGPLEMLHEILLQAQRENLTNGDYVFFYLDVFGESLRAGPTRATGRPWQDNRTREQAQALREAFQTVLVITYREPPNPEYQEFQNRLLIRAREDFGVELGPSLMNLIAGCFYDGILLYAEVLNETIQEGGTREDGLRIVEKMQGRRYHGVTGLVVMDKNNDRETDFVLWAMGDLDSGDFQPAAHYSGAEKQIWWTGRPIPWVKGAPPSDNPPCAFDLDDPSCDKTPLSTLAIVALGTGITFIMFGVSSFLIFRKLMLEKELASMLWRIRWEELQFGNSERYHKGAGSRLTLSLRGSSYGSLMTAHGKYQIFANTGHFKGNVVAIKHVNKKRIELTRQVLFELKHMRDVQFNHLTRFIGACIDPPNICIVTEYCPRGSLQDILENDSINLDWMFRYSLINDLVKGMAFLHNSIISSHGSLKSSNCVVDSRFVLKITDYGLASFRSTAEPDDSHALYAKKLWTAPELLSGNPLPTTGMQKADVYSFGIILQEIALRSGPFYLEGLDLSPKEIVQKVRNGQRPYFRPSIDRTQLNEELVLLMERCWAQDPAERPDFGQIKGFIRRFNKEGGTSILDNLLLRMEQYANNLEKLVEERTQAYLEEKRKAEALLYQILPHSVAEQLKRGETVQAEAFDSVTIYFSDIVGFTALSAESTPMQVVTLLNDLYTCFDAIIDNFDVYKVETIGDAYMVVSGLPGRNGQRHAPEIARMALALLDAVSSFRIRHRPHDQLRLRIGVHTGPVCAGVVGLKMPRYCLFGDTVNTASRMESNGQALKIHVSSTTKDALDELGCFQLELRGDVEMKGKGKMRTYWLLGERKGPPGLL
ASAP1 inh: ASAP1 ArfGAP inhibition; Q9ULH1; ASAP1-stimulated ARF1 GTP hydrolysis, GDP FP detection; inhibition, % at 16.5 µM; 360,000 compounds, 0.19% hits; in the data active means inhibition above about 25%;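 further: 0% = vehicle with enzyme and substrate and 100% = no enzyme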
* = called active by the depositor.

molecule	ADAM10 inh	KLK7 zymogen act	NPR1 activator	rCAG binder	GAA850 FXN act	ARFGAP1 inh	Tn6 DDE FP	sPLA2-III inh	NPR2 activator	ASAP1 inh
CC(C)[C@H](NC(=O)N1c2ccccc2NC(=O)[C@@H]1C(C)C)C(=O)N[C@H](C(=O)O)c1ccccc1	-4	-0.2	0	0	1.1	6	0	-1	-7	1
CC(C)(C)c1ccc(-c2nnc(N)o2)cc1	6	0.4	0	0	3.8	0	-4	0	1	-6
O=C(NC1CCCCC1)N1CCc2[nH]c3ccccc3c2C1	-69	5.0	-2	10	1.2	13	0	-9	3	12
CN(CC(=O)Nc1ccc(N2CCOCC2)cc1)C(=O)c1cc(S(=O)(=O)N(C)C)ccc1Cl	6	0.2	-1	-2	2.1	8	6	0	1	-2
CC(C)CCOP(=O)(c1ccccc1)c1ccccc1	-4	-0.2	-27	-7	2.2	-6	12	-5	-9	-9
O=C(c1ccco1)N1CCN(C2CCCC2)CC1	9	0.3	0	3	1.2	-3	-2	7	2	-1
N#CC1(Nc2cccc(Br)c2)C(=O)Nc2ccccc21 (stereo not given)	1	-0.1	-18	3	0.9	23	-9	22*	-21	-5
O=C(Nc1ccccc1Cl)c1ccc(S(=O)(=O)N2CCOCC2)cc1	-3	0.1	-2	0	0.7	0	11	3	-7	0
O=S(=O)(c1ccc(Cl)cc1Cl)n1ccc2cccnc21	-5	-0.8	-9	-2	1.8	-3	-2	-5	3	8
O=C1NC(=O)/C(=C\c2ccc(Sc3ccc(Cl)cc3)o2)N1	-7	-4.7	0	1	1.3	-1	4	-25	2	1
O=C1CC(NC(=O)C(F)(F)F)c2cc3c(cc21)OCO3 (stereo not given)	-6	0.3	2	-3	-2.1	3	4	5	3	3
O=C(CC1C(=O)NCCN1C/C=C/c1ccccc1)NCCc1cnccn1 (stereo not given)	-7	-0.4	-4	0	1.3	-10	-6	-4	7	-2
COc1cc(C(C)=O)ccc1OCC(=O)Nc1ccc(Cl)c(S(=O)(=O)N2CCOCC2)c1	-3	0.2	2	0	-2.6	1	-6	-14	5	0
CCN1CCN(Cc2ccc(NC(=O)Nc3ccc(OC)cc3)cc2)CC1	3	-0.1	4	2	3.0	-5	1	-1	7	14
COc1cccc(N2[C@@H](CC(C)=O)c3ccc(/C=C/C(C)=O)cc3S2(=O)=O)c1	-12	-0.3	20	1	0.6	0	4	0	14	-9
c1ccc(CSc2nnc3ccc(-c4ccncc4)nn23)cc1	-8	0.2	-5	0	2.4	12	4	14	-3	22
CN(Cc1ccccc1)c1nc2c(c(=O)[nH]c(=O)n2C)n1Cc1ccccc1Cl	6	0.2	-12	0	-1.7	-5	13	0	-5	-4
CCOC(=O)C1CCN(C/C=C/c2ccccc2[N+](=O)[O-])CC1	-5	-0.5	1	-7	1.1	-3	0	-3	1	-16
Cc1ccc(C(=O)N2CCN(c3cnn(C)c(=O)c3Cl)CC2)cc1	6	-0.6	-1	1	3.9	-2	7	2	0	9
O=C(Nc1ccc(F)cc1)C1(S(=O)(=O)c2ccc(Cl)cc2)CC1	10	-0.2	-3	0	-1.3	4	11	5	-14	-1

Structures listed so far shown as hits in sPLA2-III inh.
Structure,ADAM10 inh,KLK7 zymogen act,NPR1 activator,ARFGAP1 inh,Tn6 DDE FP,sPLA2-III inh,NPR2 activator,ASAP1 inh
N#CC1(Nc2cccc(Br)c2)C(=O)Nc2ccccc21 (stereo not given),1,-0.1,-18,23,-9,22*,-21,-5

The listing picks up, starting two compounds before the break.
molecule	ADAM10 inh	KLK7 zymogen act	NPR1 activator	rCAG binder	GAA850 FXN act	ARFGAP1 inh	Tn6 DDE FP	sPLA2-III inh	NPR2 activator	ASAP1 inh
Cc1ccc(C(=O)N2CCN(c3cnn(C)c(=O)c3Cl)CC2)cc1	6	-0.6	-1	1	3.9	-2	7	2	0	9
O=C(Nc1ccc(F)cc1)C1(S(=O)(=O)c2ccc(Cl)cc2)CC1	10	-0.2	-3	0	-1.3	4	11	5	-14	-1
O=C(COc1ccccc1)N1CCN(C(=O)c2ccccc2F)CC1	-2	-0.6	1	-1	-0.2	7	-5	-2	1	-13
COc1cc(/C=C/C(=O)OCC(=O)c2ccc(OC(F)F)cc2)ccc1O	-26	-1.2	-1	9	0.9	13	0	-41	-2	3
COc1ccc(C2=NN(C(=O)CSc3nc(=O)n4cc(C)ccc4n3)C(c3ccc(C)cc3)C2)cc1 (stereo not given)	-4	-0.1	1	6	-0.6	7	-2	0	3	2
COc1cccc(C(=O)Nc2ccc(NC(=O)c3ccco3)cn2)c1	-8	0.0	4	2	-1.0	6	2	5	5	-4
CCOC(=O)N1CCC(NC(=O)c2ccc(CS(=O)c3cccc(C)c3)o2)CC1 (stereo not given)	-8	-0.4	2	-7	2.1	-5	-4	7	-3	-19
O=C(CCc1nnc(C2(c3ccc(Cl)cc3)CCC2)o1)NCCCn1cccn1	-4	-0.3	-2	-1	1.9	0	-8	7	-1	-2
O=C(CSc1nnc2ccc(-c3ccccn3)nn12)Nc1ccc(F)cc1	-7	-0.3	-5	0	0.4	5	5	11	-9	8
CC1(C(=O)Nc2cccc(C#N)c2)CCN1C(=O)Cc1ccc(-c2ccccc2)cc1 (stereo not given)	8	0.0	7	4	-3.7	-5	6	-26	2	12
COCCCN1C(=O)C(O)=C(C(=O)c2ccc(C)o2)C1c1cccc(Br)c1 (stereo not given)	-2	0.9	5	4	2.1	11	4	-3	-1	5
COc1ccc(N(C(=O)Cn2nnc(-c3ccc(Cl)cc3)n2)C(C(=O)NCC2CCCO2)c2ccncc2)cc1 (stereo not given)	-11	-0.5	2	2	2.0	6	6	-1	-7	10
O=C(NCC1CCN(S(=O)(=O)c2ccccc2)CC1)Nc1ccc(F)cc1	5	0.3	3	1	-0.1	3	-2	-8	1	-15
O=C(CSc1nc2ccccc2c(=O)n1-c1ccc(F)cc1)Nc1ccc(Cl)c(S(=O)(=O)N2CCOCC2)c1	14	-2.5	-2	11	-0.2	4	4	5	5	-8
CC(/C=C/c1ccccc1)=N\NC(=O)CNC(=O)c1ccccc1Cl	0	0.9	1	-1	-1.0	1	4	3	-5	25*
OC(c1ccc(F)cc1)c1nc(-c2cccc(F)c2)cs1 (stereo not given)	12	-1.6	-1	3	4.6	7	3	-7	-8	-23
Cc1[nH]n(-c2ccccc2)c(=O)c1C(c1cccc([N+](=O)[O-])c1)c1c(C)[nH]n(-c2ccccc2)c1=O	5	-0.3	1	68*	0.8	5	-9	-10	3	0
COc1ccccc1NC(=S)NN1CCN(C)CC1	3	-0.5	0	-3	1.8	8	7	11	4	-8
O=C(Nc1c(Cl)cc(Cl)cc1-c1nc2ccccc2s1)c1ccc(Br)o1	2	-69	0	12	-1.3	-3	4	7	-6	-6
Cc1nn(C)c(C)c1S(=O)(=O)N1CCCC(C(=O)N2CCN(c3ccccc3)CC2)C1 (stereo not given)	-5	0.1	2	3	0.4	1	0	0	4	-1
Cn1c(=O)cc(OCCCC(=O)Nc2cccc(Cl)c2)c2ccccc21	-12	-0.4	-9	2	0.6	1	1	7	-10	-3
COc1ccccc1OCCCCN1CCN(c2ccccc2OC)CC1	2	-0.3	-1	-11	1.7	4	-6	-3	-9	-1

By substructure, those above with a nitro group on carbon
molecule	ADAM10 inh	KLK7 zymogen act	NPR1 activator	rCAG binder	GAA850 FXN act	ARFGAP1 inh	Tn6 DDE FP	sPLA2-III inh	NPR2 activator	ASAP1 inh
CCOC(=O)C1CCN(C/C=C/c2ccccc2[N+](=O)[O-])CC1	-5	-0.5	1	-7	1.1	-3	0	-3	1	-16
Cc1[nH]n(-c2ccccc2)c(=O)c1C(c1cccc([N+](=O)[O-])c1)c1c(C)[nH]n(-c2ccccc2)c1=O	5	-0.3	1	68*	0.8	5	-9	-10	3	0

Additional compounds
molecule	ADAM10 inh	KLK7 zymogen act	NPR1 activator	rCAG binder	GAA850 FXN act	ARFGAP1 inh	Tn6 DDE FP	sPLA2-III inh	NPR2 activator	ASAP1 inh
Cc1cccc(C)c1NC(=O)C1CCCN1S(=O)(=O)c1ccc(-c2ccc(=O)[nH]n2)s1 (stereo not given)	-6	0.4	3	8	0.1	8	-2	0	1	-2
O=C(COC(=O)/C=C/c1ccccc1)NC1CCCCCC1	-3	0.8	0	-11	2.1	9	-5	0	-1	5
COc1cc(NS(=O)(=O)c2ccccc2)ccc1-n1nc(C)cc1C	-9	-0.7	-4	-2	1.9	-2	10	3	6	-10
Cc1sc(NC(=S)NC(=O)c2ccco2)c(C(N)=O)c1C	4	0.3	0	6	2.8	0	11	0	-2	-3
O=C(c1ccccc1)c1ccc(OCC(O)CN2CCN(S(=O)(=O)N3CCCCC3)CC2)cc1 (stereo not given)	-1	0.4	-2	-2	-2.8	0	0	-8	-1	14
CN(CC(=O)Nc1ccc(OC(F)(F)F)cc1)C(=O)Cc1ccc2c(c1)CCC2	-3	-0.4	-2	2	1.5	-9	-8	-6	-2	0
CCOC(=O)CSCC(=O)Nc1nnc(-c2cccc([N+](=O)[O-])c2)s1	-3	-0.6	-1	3	2.2	5	6	5	5	7
CCCCn1c(N)c(N(CCOC)C(=O)c2cccc(N3C(=O)c4ccccc4C3=O)c2)c(=O)[nH]c1=O	-8	0.4	2	-4	-0.3	-8	0	5	-3	-16
Cc1cc(C)cc(NC(=O)NC2CCCCCCC2)c1	13	0.1	1	-1	1.8	1	-4	-10	2	6
C/C(=N\NC(=O)c1ccc(CSc2nncn2C)cc1)c1ccc(Cl)cc1	3	0.0	2	0	0.4	-6	1	1	0	-2
CCOc1ccc(-c2cc(C(=O)NCc3ccccc3)[nH]n2)c(C)c1	-8	1.6	2	0	0.0	2	-1	-1	-2	-1
O=C(CCc1nnc(CCCCc2ccccc2)o1)NC1CCCC1	-3	0.3	-4	-5	1.8	-8	-7	-3	0	0
COc1ccc(C)cc1-n1c(C)cc(C=O)c1C	0	0.1	-4	-5	0.3	-5	-1	12	1	-1
CCCCOC(=O)Sc1nc2ccccc2o1	-6	-0.4	7	-6	0.6	-1	-2	5	-2	25*
COc1ccc(-c2noc(CN(C)C(=O)c3ccc4c(c3)OCO4)n2)cc1	2	0.2	-1	-1	1.9	-8	-1	0	-4	-9

Record cards, from the list above.
`CCOc1ccc(-c2cc(C(=O)NCc3ccccc3)[nH]n2)c(C)c1` across the screens: ADAM10 inh = -8; KLK7 zymogen act = 1.6; NPR1 activator = 2; rCAG binder = 0; GAA850 FXN act = 0.0; ARFGAP1 inh = 2; Tn6 DDE FP = -1; sPLA2-III inh = -1; NPR2 activator = -2; ASAP1 inh = -1
`CCCCn1c(N)c(N(CCOC)C(=O)c2cccc(N3C(=O)c4ccccc4C3=O)c2)c(=O)[nH]c1=O` across the screens: ADAM10 inh = -8; KLK7 zymogen act = 0.4; NPR1 activator = 2; rCAG binder = -4; GAA850 FXN act = -0.3; ARFGAP1 inh = -8; Tn6 DDE FP = 0; sPLA2-III inh = 5; NPR2 activator = -3; ASAP1 inh = -16

From PubChem BioAssay
